BRCA1 expr act: qHTS Assay to Identify Small Molecule Activators of BRCA1 Expression | hit rate 1.1% among 380,000 | Potency, µM (highest dose often 46.1 µM), for the others: at the highest dose activation, most hits filed as activators | MCF7-BRCA1-FFLuc reporter, luminescence, 48 h; response scale: scaled: vehicle 0%, 10 µM genistein 100%; further: nearly all actives have a fitted effect of over 80% in size; some results filed as inactive show a strong effect at the top dose
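MCF7-BRCA1-FFLuc, 2000 cells/well; 2 h attach, 37 °C/5% CO2; compound 48 h; luciferase substrate 15 min; luminescence end-point. Norm. to genistein 10 microM max activation and DMSO; concentration-response curves fitted.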
MBNL1-CUG inh: qHTS Assay for Inhibitors of MBNL1-poly(CUG) RNA binding; TR-FRET MBNL1-His/biotin-(CUG)12 binding, 665/545 ratio; hit rate 0.036% among 280,000; Muscleblind-like protein 1 (Homo sapiens), Q9NR56; Potency, µM (titrated, usually from 57.5 µM), inactives show at the highest dose activity change, negative = inhibition, hits mostly inhibitors; active means well fitted inhibition curve with a large enough effect in the signal ratio, with a control signal flat, not every such curve was filed as active; inconclusive means small, poorly fitted or top-dose-only effect, or effect the other way, or a change in a side signal; inactive means no such curve, though single readings can be large or run the other way; the % refers to the signal ratio; further: on the % scale 0 is the no-effect control and ±100 the full control effect
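TR-FRET readout: Ex 340 nm, 665/545 nm emission ratio, normalized to buffer-only (basal) and MBNL1-(CUG)12 controls. Complex of MBNL1-His with Biotin-(CUG)12, compounds 92 nM–58 uM, incubated 60 min at room temperature.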
Rab9 prom act: qHTS Assay for Rab9 Promoter Activators. Huh7 Rab9 promoter-luciferase reporter, luminescence, 24 h. Potency, µM (titrated, usually from 9.22 µM), for inactives: at the top dose activation, negative = inhibition, hits mostly activators. hit rate 2.8% among 320,000. AID 485297, 2010; further: % of control where 0% means no effect; nearly all actives have a fitted effect of over 60% in size
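Huh7 reporter line, Rab9 promoter upstream of luciferase. Compound exposure 24 h at 37 °C in reduced-serum medium with 10% FBS. Read-out: luminescence.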
RORgamma inh: qHTS for inhibitors of ROR gamma transcriptional activity; Drosophila S2 Gal4-RORgamma UAS-luciferase reporter, 20 h; Potency, µM (top dose mostly 53.6 µM), inactives show at the highest dose activity change, negative = inhibition, hits mostly inhibitors; hit rate 5.4% among 310,000; AID 2551, 2010; further: on the % scale 0 is the no-effect control and ±100 the full control effect; nearly all actives have a fitted effect of over 60% in size
Target sequence (P51450 whole entry, looked up, the tested form may be a part): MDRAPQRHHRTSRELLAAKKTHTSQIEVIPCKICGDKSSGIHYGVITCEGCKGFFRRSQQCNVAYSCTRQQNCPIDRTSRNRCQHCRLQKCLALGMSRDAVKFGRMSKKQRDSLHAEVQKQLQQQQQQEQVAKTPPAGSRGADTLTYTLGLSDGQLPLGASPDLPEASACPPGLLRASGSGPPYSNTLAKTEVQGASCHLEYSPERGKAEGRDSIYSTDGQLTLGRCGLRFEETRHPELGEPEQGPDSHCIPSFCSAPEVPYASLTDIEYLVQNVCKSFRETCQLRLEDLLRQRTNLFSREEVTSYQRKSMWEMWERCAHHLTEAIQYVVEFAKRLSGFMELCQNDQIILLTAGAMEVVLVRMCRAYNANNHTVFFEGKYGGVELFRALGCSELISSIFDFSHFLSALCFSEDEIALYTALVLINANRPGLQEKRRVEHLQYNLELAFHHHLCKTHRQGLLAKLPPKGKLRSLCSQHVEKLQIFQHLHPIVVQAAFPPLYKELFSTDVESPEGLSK
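Stable Schneider cell line, Gal4 DNA-binding domain fused to ROR gamma, UAS-luciferase. Cmpd 1 hr RT → CuSO4 700 uM final → 20 hr RT → luciferase reagent 10 min → luminescence.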
p53 reactivator: qHTS assay for re-activators of p53 using a Luc reporter | H1299 p53-A138V BP100-luciferase reporter, luminescence, 24 h | Potency, µM (doses to about 92.2 µM), without a hit: at the top dose activity change, positive = activation, hits mostly activators | hit rate 0.063% among 320,000 | AID 504706, 2011; further: % of control where 0% means no effect; nearly all actives have a fitted effect of over 45% in size
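H1299 (p53-null), stable ts p53-A138V + BP100-Luc; 1000 cells/well, Opti-MEM/10% FBS; cpd 4 pt, 1:5; 24 h, 37 deg C, 5% CO2; detection reagent 10 min RT; luminescence.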
NPC1 prom act: qHTS Assay for NPC1 Promoter Activators; Huh7 NPC1 promoter luciferase reporter, 24 h; Potency, µM (series often up to 9.22 µM), for the others: at the top dose activation, actives largely listed as activators; hit rate 2.4% among 320,000; AID 485313, 2010;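 further: % of control where 0% means no effect; nearly all actives have a fitted effect of over 60% in size; reporter is driven by a mutant NPC1 promoter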
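Huh7 reporter cells (NPC1 promoter driving luciferase) are dosed with compound for 24 h at 37 °C, 5% CO2; luciferase detection reagent is then added and luminescence measured after 10 min at ambient temperature.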
ELG1 genotoxic: qHTS screen for small molecules that induce genotoxicity in human embryonic kidney (HEK293T) cells expressing luciferase-tagged ELG1 | HEK293T ELG1-luciferase reporter, luminescence, 16 h | hit rate 1.3% among 330,000 | AID 504466, 2011 | Potency, µM (top dose mostly 46 µM), for inactives: at the highest dose activity change, positive = activation, usual class: activators; further: % of control where 0% means no effect; nearly all actives have a fitted effect of over 60% in size
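Genotoxic stress is detected as increased luminescence from luciferase-tagged ELG1 in HEK293T cells, measured with ONE-Glo after a 16 hr treatment at 37 °C.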
uPA surface inh: qHTS for Inhibitors of Cell Surface uPA Generation | cell surface uPA generation assay, qHTS | Potency, µM (top dose mostly 38.3 µM), without a hit: top-dose activity change, negative = inhibition, actives largely listed as inhibitors | hit rate 0.31% among 330,000 | AID 540303, 2011; active means well fitted inhibition curve with a large enough effect; inconclusive means small, poorly fitted or top-dose-only effect; inactive means no such curve, though single readings can be large or run the other way; tested in mouse RAW 264.7 cells; further: on the % scale 0 is the no-effect control and ±100 the full control effect; nearly all actives have a fitted effect of over 55% in size
VP16 counter: VP16 counterscreen qHTS for inhibitors of ROR gamma transcriptional activity | Drosophila S2 Gal4-VP16 UAS-luciferase, luminescence, 20 h | AID 2546, 2010 | Potency, µM (highest dose often 53.6 µM), inactives show at the top dose activity, negative = inhibition, hits mostly inhibitors | hit rate 3.5% among 310,000;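 further: Gal4-VP16 expression switched on by copper sulfate through the metallothionein promoter; on the % scale 0 is the no-effect control and ±100 the full control effect; nearly all actives have a fitted effect of over 50% in size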
FLuc counter: qHTS profiling assay for firefly luciferase inhibitor/activator using purifed enzyme and Km concentrations of substrates (counterscreen for miR-21 project); Luciferin 4-monooxygenase (Photinus pyralis), P08659; purified FLuc, Km substrates, luminescence inhibition; Potency, µM (doses to about 57.5 µM), for the others: top-dose activity change, negative = inhibition, most hits filed as inhibitors; hit rate 6.9% among 360,000; AID 588342, 2011;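 further: plate controls were vehicle for no effect and reference inhibitor for full effect; nearly all actives have a fitted effect of over 55% in size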
Target sequence (P08659 whole entry, looked up): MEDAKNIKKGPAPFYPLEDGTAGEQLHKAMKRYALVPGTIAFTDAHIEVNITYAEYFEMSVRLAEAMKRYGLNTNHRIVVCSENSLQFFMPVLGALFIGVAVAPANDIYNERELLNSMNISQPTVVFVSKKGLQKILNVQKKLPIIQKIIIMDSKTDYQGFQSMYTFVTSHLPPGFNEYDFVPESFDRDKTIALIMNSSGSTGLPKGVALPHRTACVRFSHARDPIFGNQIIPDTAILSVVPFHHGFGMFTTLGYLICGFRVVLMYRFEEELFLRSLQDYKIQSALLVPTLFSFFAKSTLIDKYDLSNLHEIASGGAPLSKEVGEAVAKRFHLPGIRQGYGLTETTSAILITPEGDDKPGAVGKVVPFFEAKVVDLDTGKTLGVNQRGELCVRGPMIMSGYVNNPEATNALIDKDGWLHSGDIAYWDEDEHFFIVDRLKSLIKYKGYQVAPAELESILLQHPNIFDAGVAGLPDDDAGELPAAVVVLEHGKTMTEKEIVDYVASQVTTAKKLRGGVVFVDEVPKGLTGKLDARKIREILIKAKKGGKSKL
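Purified P. pyralis luciferase (10nM final) with 10uM D-luciferin and 10uM ATP (Km levels) in 50mM Tris acetate pH 7.5, 10mM Mg acetate, 0.01% Tween-20, 0.05% BSA; qHTS 6-point titration, ~60 µM downward; luminescence read.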
* = called active by the depositor; ? = inconclusive; nt = not tested or not shown; & = joins results of further samples; [ ] = another dose, or the depositor's remark. Unless noted, the call rests on the fitted dose curve; in most records, active means well fitted curve in the direction sought with a large enough effect; inconclusive means small, poorly fitted or top-dose-only effect, or another doubt; inactive means no such curve, though single readings can be large; an effect the other way counts as inactive or inconclusive. Potency means the concentration at half of the fitted maximal effect.

[1] Cc1cc(C(=O)NCCC2=CCCCC2)c(C)o1
[2] CC1=C(C(=O)OCc2ccccc2)C(c2ccc([N+](=O)[O-])cc2)NC(=O)N1CCCC(=O)O (stereo not drawn)
[3] Cc1c(C)c2c(OCC(=O)NCc3cccnc3)cc3c(c2oc1=O)CCC(C)(C)O3
[4] CCCC1=C(C(=O)OCC)C(c2ccc(O)cc2)n2ncnc2N1 (stereo not drawn)
[5] CC(C)Sc1nsc2nc(=O)c(/C=C3\C=Nc4ccccc43)c(N)n12
[6] O=C(Nc1ccccc1)c1cc([N+](=O)[O-])ccc1Cl
[7] Cc1ccc(C=C2C(=O)c3ccccc3C2=O)s1
[8] C=CCNC(=S)NN(c1ccccc1)c1ccccc1
screen / no.	1	2	3	4	5	6	7	8
VP16 counter	?	3%	2%	-7%	-6%	1%&-17%	?	6.3µM*
MBNL1-CUG inh	7%	20%	3%	7%	9%	?	?	3%
RORgamma inh	10µM*	-30%	-21%	3%	32%	5%&-29%	1%	2µM*
uPA surface inh	nt	3%	10%	6%	11%	-9%	2%	-5%
p53 reactivator	?	nt	nt	3%	?	10%	?	-1%
BRCA1 expr act	?	-5%	-6%	-6%	0%	-57%	0%	-1%
ELG1 genotoxic	?	1%	8%	-2%	0%	-2%	?	-3%
Rab9 prom act	10µM*	-4%	0%	-5%	-2%	-16%[46.1 µM]	9%	0%
NPC1 prom act	1µM*	0%	1%	-1%	-1%	2%[46.1 µM]	1%	-2%
FLuc counter	?	1%	8%	0%	24µM*	3%	0.85µM*	-2%

[9] CCOC(=O)CSc1nc2c(cnn2-c2ccc(F)cc2)c(=O)[nH]1
[10] CN(CC(=O)OCC(=O)NCc1ccccc1)S(=O)(=O)c1ccc(Cl)cc1
[11] c1ccc(Cn2c(-c3cccs3)nc3nc4ccccc4nc32)cc1
[12] O=C(NCc1cccnc1)c1ccc(Cl)cc1[N+](=O)[O-]
[13] COc1ccc2c(C(=O)c3ccc(Cl)cc3)n(CCCC(N)=O)[n+]([O-])c2c1
[14] CCOC(=O)c1c[nH]c(=S)n1C
[15] COC(=O)C1=C(C)N=c2s/c(=C/c3cccs3)c(=O)n2C1c1cccs1 (stereo not drawn)
[16] CCn1c(=O)n(CC(=O)NC2CCCC(C)C2C)c(=O)c2ccccc21 (stereo not drawn)
screen / no.	9	10	11	12	13	14	15	16
VP16 counter	-5%	-1%	7%	25%	nt	-2%	-3%	-7%
MBNL1-CUG inh	1%	6%	4%	?	nt	0%	2%	1%
RORgamma inh	9%	-14%	4%	-17%	nt	11µM*	-27%	5%
uPA surface inh	0%	4%	nt	4%	-8%	-1%	5%	6%
p53 reactivator	-4%	5%	2%	9%	-4%	-1%	1%	3%
BRCA1 expr act	-28%	7%	nt	15%	-1%	2%	26%	-8%
ELG1 genotoxic	-7%	-1%	4%	3%	4%	0%	-4%	-4%
Rab9 prom act	-2%	0%	4%	-8%	12%	-2%	0%	3%
NPC1 prom act	-2%	-4%	16%	-2%	10%	3%	-7%	-3%
FLuc counter	-1%	5%	15µM*	3%	-18%	-1%	-1%	-1%

[17] NS(=O)(=O)c1ccc(NC(=O)c2ccc(OCC3CCCO3)cc2)cc1 (stereo not drawn)
[18] NS(=O)(=O)c1ccc(CCNc2cc(=O)n(Cc3ccc(F)cc3)c(=O)[nH]2)cc1
[19] COc1ccc(-c2nnn(CC(=O)c3ccccc3)n2)cc1OC
[20] O=C(O)c1cccc(N2C(=O)C3CC=C(Cl)CC3C2=O)c1 (stereo not drawn)
[21] O=C(NCc1cccs1)c1cccc(N2CCCC2=O)c1
[22] O=C(NCC(c1ccco1)N1CCCCC1)c1ccc(OCc2ccccc2)cc1 (stereo not drawn)
[23] Cn1c(CNC(=O)CCNC(=O)c2cccc(F)c2)cc(=O)n(C)c1=O
[24] CCC(C)Nc1nc2c(c(=O)n(C)c(=O)n2C)n1Cc1ccc(F)cc1 (stereo not drawn)
screen / no.	17	18	19	20	21	22	23	24
VP16 counter	nt	9%	4%	-12%	9%	-1%	-2%	4%
MBNL1-CUG inh	nt	1%	6%	3%	-7%	-2%	-1%	-2%
RORgamma inh	nt	13%	?	-19%	24%	-6%	-8%	13%
uPA surface inh	2%	nt	-16%	-1%	0%	-2%	3%	-1%
p53 reactivator	-4%	11%	4%	4%	4%	29%	10%	-5%
BRCA1 expr act	1%	-2%	0%	17%	22%	-9%	0%	-10%
ELG1 genotoxic	-3%	-2%	1%	2%	0%	-6%	2%	0%
Rab9 prom act	nt	0%	27%	0%	1%	-1%	-2%	-4%
NPC1 prom act	nt	1%	-3%	2%	-7%	-2%	-4%	0%
FLuc counter	nt	-1%	-17%	0%	1%	-10%	1%	0%

Fetched one by one from the list above:
[17] NS(=O)(=O)c1ccc(NC(=O)c2ccc(OCC3CCCO3)cc2)cc1 (stereo not drawn)
[13] COc1ccc2c(C(=O)c3ccc(Cl)cc3)n(CCCC(N)=O)[n+]([O-])c2c1
screen / no.	17	13
VP16 counter	nt	nt
MBNL1-CUG inh	nt	nt
RORgamma inh	nt	nt
uPA surface inh	2%	-8%
p53 reactivator	-4%	-4%
BRCA1 expr act	1%	-1%
ELG1 genotoxic	-3%	4%
Rab9 prom act	nt	12%
NPC1 prom act	nt	10%
FLuc counter	nt	-18%

New compounds follow:
[25] CCOC(=O)Nc1n[nH]c(NC(=O)OCC)c1[N+](=O)[O-]
[26] c1ccc(C[C@H]2CN=C(Nc3ccccc3)N2CC2CCCCC2)cc1
[27] Cc1ccc2c(c1)[C@H]1[C@H](CO2)[C@H](c2ccccc2)[C@]2(C)C(=O)Nc3cc(Cl)ccc3C(=O)N12
[28] CCOc1ccccc1NC(=O)CN(c1cc(C)cc(C)c1)S(=O)(=O)c1c(C)noc1C
[29] CC(C)(C)N(Cc1ccccc1)C(=O)CN1C(=O)c2ccccc2S1(=O)=O
[30] N#Cc1cccc(CS(=O)(=O)c2ccc(Cl)cc2)c1
[31] O=C(NCc1ccccc1)c1ccc(Oc2ccc(C(=O)NCc3ccccc3)cc2)cc1
[32] Cc1cc(NC(=O)CSc2nc3c(C)c(C)ccc3cc2C)no1
screen / no.	25	26	27	28	29	30	31	32
VP16 counter	7%	nt	nt	-1%	nt	4%	-5%	1%
MBNL1-CUG inh	?	nt	nt	-1%	nt	-10%	-16%	2%
RORgamma inh	-5%	nt	nt	4%	nt	-1%	-1%	-33%
uPA surface inh	nt	-22%	?	3%	0%	-10%	-3%	nt
p53 reactivator	0%	-5%	-7%	-2%	-8%	3%	-2%	5%
BRCA1 expr act	21%	-19%	?	0%	-7%	23%	-15%	-22%
ELG1 genotoxic	-3%	-8%	3%	1%	-1%	0%	7%	5%
Rab9 prom act	9%	nt	-2%	-6%	nt	10%	-14%	-3%
NPC1 prom act	-4%	nt	-4%	-1%	nt	-1%	-5%	-1%
FLuc counter	-5%	nt	-9%	-1%	nt	1%	-1%	0%

[33] CCCC(=O)Nc1nnc(SCC(=O)N2C(C)CCCC2C)s1 (stereo not drawn)
[34] Cc1cc2c(cc1S(=O)(=O)NCc1ccccc1Cl)OCCN2C
[35] Cc1cccc(Cn2c(O)c(N=NC(=S)Nc3ccccc3F)c3ccccc32)c1
[36] CC(=O)c1c(C)[nH]c(C(=O)OCCOc2ccccc2)c1C
[37] CCCN1C(=O)/C(=C/c2nc3ccccc3c(=O)[nH]2)c2ccccc21
[38] O=C(CCN1C(=O)C2CC=C(Cl)CC2C1=O)NCc1ccco1 (stereo not drawn)
[39] CCOC(=O)N1CCN(S(=O)(=O)c2ccc3c4c(cccc24)C(=O)N3)CC1
[40] Cc1cccc(C)c1NC(=O)CN1CCN(C(=O)C2CCC2)CC1
[41] Cc1cccc(C(=O)OCC(=O)NC23CC4CC(CC(C4)C2)C3)c1O
[42] COc1ccc(CCC(=O)N2CCN(S(=O)(=O)c3ccc(OC(F)(F)F)cc3)CC2)cc1
screen / no.	33	34	35	36	37	38	39	40	41	42
VP16 counter	2%	2%	5µM*	8.9µM*	?	-9%	-20%	nt	nt	nt
MBNL1-CUG inh	-1%	0%	2%	-4%	?	1%	?	nt	nt	nt
RORgamma inh	3%	-15%	3.2µM*	11µM*	-32%	-24%	-19%	nt	nt	nt
uPA surface inh	1%	-16%	?	-3%	8%	2%	-4%	0%	1%	-5%
p53 reactivator	2%	nt	-4%	-6%	-8%	1%	-28%	0%	?	12%
BRCA1 expr act	-4%	5%	-41%	?	-10%	2%	-21%	-14%	38%	-23%
ELG1 genotoxic	-4%	2%	-11%	?	?	0%	-1%	-1%	15%	-5%
Rab9 prom act	0%	0%	-4%	0.32µM*	-1%	-1%	6%	1%	nt	-8%
NPC1 prom act	-2%	0%	-12%	0.32µM*	3%	1%	0%	-1%	nt	1%
FLuc counter	-1%	-2%&4%	-2%	0.54µM*	0%	1%	3%	0%	nt	nt
